# RGS4 act = RGS4 potentiation or activation. HEK293 M3R/inducible RGS4, carbachol calcium flux Fluo4; active compounds read low. B-score at 10 µM. 310,000 tested, 0.92% active. AID 463111;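 active = B-score of the integrated calcium signal more than 4 SD below the library mean, with starting fluorescence not abnormally high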;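 note: negative B-score means reduced calcium response which marks RGS4 activation or potentiation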
#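 System – HEK293 FlpIn-TREx cells, stable M3R, doxycycline-inducible RGS4 · Reagent – ECmax carbachol challenge · Times – compound preincubation 20 min at room temperature before agonist · Technique – Fluo4 fluorescence kinetic imaging of calcium · Measure – B score of integrated Fluo4 ratio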
# Dyrk1A ADPGlo = blocks rat Dyrk1A kinase activity; ADP-Glo luminescence, NFATc1 peptide; inhibition, % at 12.5 µM; 310,000 tested, 0.43% active; AID 504441; in the data active = inhibition above about 50%;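 note: plate controls were vehicle with enzyme for no effect and no enzyme for full effect; many of its hits are not listed in these tables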
# KCNK3 block = human KCNK3 channel inhibition, primary screen; O14649; CHO-KCNK3 thallium flux, FluxOR fluorescence; active compounds read low; B-score at 10 µM; 340,000 tested, 0.84% active; AID 602410;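 active = B-score under library mean minus 4 SD, starting fluorescence ratio at most library mean plus 5 SD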;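 note: more negative B-score means stronger inhibition of thallium flux through KCNK3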
# Target sequence (O14649 whole entry, looked up): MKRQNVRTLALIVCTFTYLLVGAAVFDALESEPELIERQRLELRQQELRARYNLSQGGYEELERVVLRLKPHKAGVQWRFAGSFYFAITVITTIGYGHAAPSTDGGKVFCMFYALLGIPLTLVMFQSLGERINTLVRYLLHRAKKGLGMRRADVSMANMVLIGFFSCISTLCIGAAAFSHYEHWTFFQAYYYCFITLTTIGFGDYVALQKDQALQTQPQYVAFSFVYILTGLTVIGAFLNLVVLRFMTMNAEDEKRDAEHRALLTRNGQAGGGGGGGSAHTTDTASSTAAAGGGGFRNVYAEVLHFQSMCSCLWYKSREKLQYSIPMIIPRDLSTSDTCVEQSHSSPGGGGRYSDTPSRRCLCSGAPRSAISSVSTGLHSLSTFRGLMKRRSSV
# GSK3beta inhib = inhibitors of human GSK3beta kinase; activity score (negative = inhibition), % at 10 µM; GST-GSK3beta kinase, ADP-Glo luminescence, 60 min; active compounds read low; AID 2097; 300,000 tested, 0.038% active; P49841;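 active = more than half of replicate wells score below -50%, meaning over 50% inhibition versus plate controls; inconclusive = some replicates but at most half score below -50%; inactive = no replicate scores below -50%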;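 note: 0% = median DMSO wells and -100% = median GW8510 positive control wells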
#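 Assay system: GST-tagged human GSK3beta kinase, cell-free; Input: 1.6 ng GSK3beta; Medium: Tris/MgCl2 kinase buffer; Timing: 60 min enzyme reaction, room temperature; Signal: ADP-Glo luminescence quantifying ADP generated by kinase; Evaluation: score relative to plate controls; Benchmarks: DMSO neutral wells and GW8510 at 20 µM as positive.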
# HDAC3 inh = inhibitors of human histone deacetylase 3; recombinant HDAC3, fluorogenic peptide/trypsin coupled, fluorescence; inhibition, % at 8.3 µM; 320,000 tested, 0.15% active; in the data active = inhibition above about 26%, passing the limit was not always enough; inconclusive = no clear call, values can overlap the other calls
# PolyA inh = inhibitors of polyadenylation in S. cerevisiae. AID 1875. S. cerevisiae SKY197-pL101 polyadenylation reporter, beta-gal luminescence; efflux-impaired pdr1/pdr3 knockout yeast; score 100 = 6 SD above DMSO. 300,000 tested, 0.02% active. calls only at 12 µM;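 active = lowest replicate activity score at least 50, where 100 means six control SD above control mean; inconclusive = lowest score under 50 but half or more replicates reach 50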;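 note: yeast exposed to compound for 9 h at 30 °C; higher score means more reporter readthrough which indicates perturbed polyadenylation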
# KCNQ1 inh = human KCNQ1 channel inhibition | 310,000 tested, 1.3% active | B-score at 10 µM | P51787 | CHO-K1 KCNQ1, FluxOR thallium flux fluorescence; active compounds read high | AID 2642;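 active = compounds whose thallium flux B-score, printed positive for inhibition, exceeds three library SD while starting fluorescence stays within three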;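 note: channel opened by potassium depolarization with thallium stimulus after 20 min compound exposure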
# KCNQ1 act = potentiates or activates the human KCNQ1 potassium channel | P51787 | CHO-K1 KCNQ1, thallium flux FluxOR fluorescence; active compounds read high | B-score at 10 µM | 310,000 tested, 0.35% active | AID 2648;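 active = fluorescence ratio B-score, a plate-corrected score, at least three library SD, with initial intensity B-score within 5 SD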
#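 assay system = KCNQ1-transfected CHO-K1 cells | medium = assay buffer with matched DMSO | probe or stimulus = depolarizing K+/Tl+ stimulus, K2SO4 and Tl2SO4 each 12.5 mM in 5x stock | dosing = single dose | incubation = dye 90 min, compound 20 min, room temperature | detection = kinetic FluxOR fluorescence, 10 s baseline plus 110 s post-stimulus | evaluation = ratio B score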
# hERG rescue = shields human hERG channel from block by proarrhythmic agents; Q12809; CHO-hERG, FluxOR thallium flux, dofetilide IC70 present; activation (rescue from dofetilide block), less the hit threshold, % at 10 µM; 310,000 tested, 0.51% active; AID 1511;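 active = activation above the mean of controls blocked by dofetilide plus 5 SD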;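 note: thallium influx through hERG after potassium depolarization seen as dye fluorescence rise; in these data hits start at about 4.7%; inactives centre near -7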
# KCNK9 block = human KCNK9 channel inhibition | Q9NPC2 | B-score at 10 µM | HEK293 KCNK9, FluxOR thallium flux fluorescence; active compounds read low | 310,000 tested, 1.2% active;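 active = ratio B-score over 3 SD below the library mean, with starting fluorescence within 5 SD of its mean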;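 note: negative B-score means less thallium flux so channel inhibition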
# Target sequence (Q9NPC2 whole entry, looked up): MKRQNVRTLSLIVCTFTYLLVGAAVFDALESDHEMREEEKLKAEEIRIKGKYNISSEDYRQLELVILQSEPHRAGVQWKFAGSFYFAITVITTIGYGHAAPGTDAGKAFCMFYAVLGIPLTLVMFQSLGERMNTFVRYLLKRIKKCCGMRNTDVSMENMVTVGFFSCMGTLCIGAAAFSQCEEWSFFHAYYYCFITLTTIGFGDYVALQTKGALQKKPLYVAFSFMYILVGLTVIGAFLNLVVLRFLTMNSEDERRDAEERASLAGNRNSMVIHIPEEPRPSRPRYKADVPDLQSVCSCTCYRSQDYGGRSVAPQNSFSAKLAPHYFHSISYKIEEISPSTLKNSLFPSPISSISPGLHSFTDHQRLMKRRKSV
# GSK3A inh = blocks human GSK-3 alpha kinase; inhibition, % at 10 µM; ADP-Glo luminescence, 60 min; 320,000 tested, 0.1% active; P49840;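 in the data active = inhibition above about 50%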;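 note: GST-tagged GSK-3 alpha with peptide substrate and 25 µM ATP; 0% = DMSO neutral wells and 100% = GW8510 positive control wells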
# An asterisk follows results filed as active; i = inactive; ? = inconclusive; . = not tested or not shown.
SMILES,RGS4 act,Dyrk1A ADPGlo,KCNK3 block,GSK3beta inhib,HDAC3 inh,PolyA inh,KCNQ1 inh,KCNQ1 act,hERG rescue,KCNK9 block,GSK3A inh
CC(C)(C)NC(=O)NC(=O)CN1CCN(c2ncc(C(F)(F)F)cc2Cl)CC1,i,-5,i,1,?,i,i,i,-4,i,2
CCOC(=O)N1CCN=C1SCc1ccc(C(F)(F)F)cc1,i,.,i,2,10,i,i,i,-14,i,-3
COc1ccc(NC(=S)NCCSc2ccc(C)cc2)c(OC)c1,i,-1,i,-2,-6,i,i,i,-5,i,-1
CC(=O)N1CCC(=NNc2nc3ccccc3s2)CC1,i,13,i,0,-10,i,i,i,-7,i,1
CCOC(=O)CC1C(=O)NCCN1S(=O)(=O)c1ccc(Cl)cc1Cl (centres undefined),i,4,i,2,-3,i,i,i,-3,i,-2
O=C(NC1CCCCCC1)C1CCN(c2nc3ccccc3o2)CC1,i,-2,i,1,-5,i,i,i,-8,i,.
CC(=O)c1ccc2c(c1)OCCOCCOCCO2,i,-1,i,-1,1,i,i,i,-4,i,-1
O=C(Nc1ccccn1)NC(C(F)(F)F)C(F)(F)F,i,1,i,3,1,i,i,i,-12,i,0
CCC(C)NC(=O)CCSCCC(=O)NC(C)CC (centres undefined),i,0,i,-1,-6,i,i,i,-3,i,-1
Cc1ccc(NC2CCCN(C(=O)CSc3ccccn3)C2)cc1C (centres undefined),i,3,i,-1,1,i,i,i,-8,i,.
CCNC(=S)N(CCc1cccc(C)c1)Cc1cc2cc(OC)c(OC)cc2[nH]c1=O,i,4,i,1,-2,i,i,i,-7,i,2
CC(OC(=O)C(C)N1C(=O)C2C3C=CC(C4CC34)C2C1=O)C(=O)c1ccccc1 (centres undefined),i,-7,i,5,0,i,i,i,-8,i,-2
CSc1nnc2c(n1)c(C)nn2-c1cccc(C)c1,i,-2,i,1,1,i,i,i,-5,i,0
CCN=C1S/C(=C\c2cn(CC)c3ccccc23)C(=O)N1CC,i,-3,i,3,5,i,i,i,-10,i,-2
Cc1ccc(Cn2ccc(NC(=O)C3C4CCC(C4)C3C(=O)O)n2)cc1 (centres undefined),i,5,i,3,1,i,i,i,-4,i,0

# Structural class: the compounds so far with a Cl atom
SMILES,RGS4 act,Dyrk1A ADPGlo,KCNK3 block,GSK3beta inhib,HDAC3 inh,PolyA inh,KCNQ1 inh,KCNQ1 act,hERG rescue,KCNK9 block,GSK3A inh
CC(C)(C)NC(=O)NC(=O)CN1CCN(c2ncc(C(F)(F)F)cc2Cl)CC1,i,-5,i,1,?,i,i,i,-4,i,2
CCOC(=O)CC1C(=O)NCCN1S(=O)(=O)c1ccc(Cl)cc1Cl (centres undefined),i,4,i,2,-3,i,i,i,-3,i,-2

# More entries
SMILES,RGS4 act,Dyrk1A ADPGlo,KCNK3 block,GSK3beta inhib,HDAC3 inh,PolyA inh,KCNQ1 inh,KCNQ1 act,hERG rescue,KCNK9 block,GSK3A inh
Clc1ccc(CONc2ncnc3nonc23)c(Cl)c1,i,-53,i,2,9,.,7*,i,-25,i,0
O=[N+]([O-])c1ccc2c(c1)C=C1CCCCC1(N1CCCC1)O2 (centres undefined),i,-2,i,2,0,i,i,i,3,i,2
COc1ccc(S(=O)(=O)N(C)CC(=O)N2CCCC2)cc1OC,i,2,i,-1,-2,i,i,i,-3,i,2
CCOc1ccc(C(=O)C[n+]2ccc(C(=O)NCc3ccccc3)cc2)cc1,i,-2,i,2,2,i,i,i,-15,i,1
CC1(c2ccc3ccccc3c2)NC(=O)N(CC(=O)NCC(C)(C)N2CCOCC2)C1=O (centres undefined),i,-4,i,1,.,i,i,i,-7,i,.
CCc1nc(Nc2ccc3nccnc3c2)c2oc3ccccc3c2n1,i,3,i,-24,-1,i,i,i,-7,i,-1
CC1(C(=O)NC(=S)N(Cc2ccccc2)c2ccccn2)CC1(Cl)Cl (centres undefined),i,-3,i,0,3,i,i,i,-8,i,-2
COc1ccc(CCNC(=O)C2CCN(S(=O)(=O)c3cccc4nonc34)CC2)cc1OC,i,0,i,1,6,i,i,i,-8,i,-2
Cc1cccc(-n2cc(CN3CCN(c4ccccn4)CC3)c(-c3cccc(F)c3)n2)c1,i,1,i,0,-20,i,i,i,-9,i,-3
O=C1N/C(=C/c2cccn2-c2ccccc2)C(=O)N1Cc1ccc(F)cc1,i,6,i,0,.,i,i,i,-3,i,.
O=C(O)C1C2CCC(O2)C1C(=O)Nc1cnn(Cc2ccccc2)c1 (centres undefined),i,5,i,1,12,i,i,i,1,i,.
CN1C(=O)/C(=C\c2cc(Br)cs2)c2ccccc21,i,-5,i,0,6,i,i,i,-1,i,-3
CC1(C)OC(c2ccccc2)=C/C(=C\C=N\NC(=O)c2ccncc2)O1,i,.,i,3,6,i,i,i,-10,i,0
CC1CC1c1ccc(/C=C(\C#N)C(=O)Nc2cc(Cl)ccc2Cl)o1 (centres undefined),i,-4,i,2,?,i,i,i,-7,i,-8
Cc1cccc(OCC(=O)NCC(=O)N/N=C/c2ccc(O)cc2O)c1,i,14,i,1,-1,i,i,i,-10,i,8
N#Cc1c(N)n(CCOC(=O)c2cccc(Br)c2)c2nc3ccccc3nc12,i,-2,i,-2,-11,i,i,i,-8,i,.
COc1ccc(C(=O)Nc2cc(=O)n(C)c(=O)n2C)cc1OC,i,3,i,0,4,i,i,i,-9,i,1
CCCN(CCC)CCCNC(=O)c1cn(CC)c2ccc(S(=O)(=O)N3CCOCC3)cc2c1=O,i,-3,i,1,8,i,i,i,-5,i,2
CCOC(=O)c1c(S(=O)(=O)NCC(=O)Nc2cc(C)ccc2C)c(C)n(C)c1C,i,0,i,0,6,i,i,i,-6,i,-2
O=C1c2ccccc2CN1CCSC(=S)N1CCSCC1,i,.,.,2,4,i,i,i,-11,i,2
CS(=O)(=O)N(CC(=O)Nc1ccccc1-c1ccccc1)c1ccc(F)cc1,i,-2,i,2,7,i,i,i,-16,i,2
COc1cccc(C(C(=O)NC(C)(C)C)N(Cc2ccco2)C(=O)CCC(=O)Nc2cc(C)on2)c1OC (centres undefined),i,-2,i,-4,3,i,i,i,-6,i,-1
Cc1cc(NC(=O)c2nn(C)c(C)c2[N+](=O)[O-])no1,i,2,i,4,2,i,i,i,-3,i,7
COc1ccc(C(=O)N2CCC(C(=O)Nc3ccc(C)cc3)CC2)cc1,i,0,i,4,-8,i,i,i,-18,i,-2
COC(=O)c1ccc(C2=NOC(C)(c3nnc(Cc4ccccc4)o3)C2)cc1 (centres undefined),i,-3,i,-3,1,i,i,i,-12,i,4
CC(C)Oc1ccc(CNCC2(O)CCOC(C)(C)C2)cc1 (centres undefined),i,-2,i,1,-1,i,i,i,-8,i,0
Cc1ccc(NC(=O)c2ccccc2-c2ccc(C(F)(F)F)cc2)cc1S(=O)(=O)N1CCOCC1,i,-4,i,3,19,i,i,i,-4,i,1
CCC(=O)Nc1ccc(C(=O)Nc2ccc(OC)cc2[N+](=O)[O-])cc1,i,5,i,2,3,i,i,i,0,i,-3
COc1ccc(NC(=O)c2ccc(C)o2)c([N+](=O)[O-])c1,i,-1,i,5,-12,i,i,i,-1,i,-1
CCOc1ccc(C(=O)O)cn1,i,-14,i,1,-7,i,i,i,-4,i,-2
O=C(c1ccc2c3n(nc2c1)-c1ccc(Cl)cc1CO3)N1CCCCC1,i,-4,i,-2,-1,i,i,i,-11,i,1
O=C(c1[nH]nc2c1CCc1ccccc1-2)N1CCN(Cc2ccc3c(c2)OCO3)CC1,i,1,i,-1,8,i,i,i,-18,i,0
COc1cccc(NC(=O)CCNC(=O)N2CC(=O)Nc3ccccc32)c1,i,-2,i,-19,1,i,i,i,-8,i,-14
Cc1nc2ccn(Cc3ccccc3)c(=O)c2cc1C(=O)N1CCN(c2ccccc2)CC1,i,3,i,4,-1,i,i,i,-8,i,-2
O=C(Cn1nnc(-c2ccccc2NC(=O)c2ccco2)n1)Nc1ccccc1,i,-3,i,1,-8,i,i,i,-3,i,1
CC(C)c1ccc(NC(=O)NC2(C(=O)NCc3cccnc3)CCCCC2)cc1,i,11,i,.,7,i,i,i,-9,i,-3
CC1CCN(C(=O)COC(=O)C2CCN(S(=O)(=O)c3ccc(Cl)c(C(F)(F)F)c3)CC2)CC1,i,-2,i,4,?,i,i,i,-14,i,0
CCOC(=O)c1c(NC(=O)c2c(C)noc2C)sc2c1CCCCC2,i,9,i,0,0,i,i,i,-7,i,-3
Cc1cc(C(=O)Cn2nnc3ccccc3c2=O)c(C)n1-c1ccccc1F,i,0,i,1,-4,i,i,i,-10,i,-4
COc1ccc(C)cc1NC(=O)COC(=O)c1c(C)noc1C,i,-1,i,9,0,i,i,i,-8,i,-1
O=C(NCc1ccc2c(c1)OCO2)C1CC(=O)N(C2CCCCCCC2)C1 (centres undefined),i,-2,i,1,-5,i,i,i,1,i,-3
COc1ccc([N+](=O)[O-])cc1NC(=O)CN(C)S(=O)(=O)c1ccccc1,i,-9,i,-3,1,i,i,i,1,i,-2
O=C(Nc1cccc(NC(=O)c2c(F)cccc2F)n1)c1c(F)cccc1F,i,3,-11*,-1,0,i,i,8*,-13,-11*,-2
COCCNC(=O)c1cccc(OC2CCN(Cc3ccc(F)cc3OC)CC2)c1,i,-1,i,-2,1,i,i,i,-14,i,-1
COc1ccc(-c2csc3ncnc(Cl)c23)cc1,i,.,i,3,-4,i,i,i,-6,i,1
NS(=O)(=O)c1ccc(NC(=O)COC(=O)c2cc3ccccc3cc2O)cc1,i,25,i,1,5,i,i,i,-10,i,-1
CCOCCn1c(SCc2cccc(C)c2)nc2c1c(=O)[nH]c(=O)n2C,i,-2,i,1,.,i,i,i,-12,i,-2
CCc1ccccc1NC1c2ccccc2C(=O)N1Cc1ccco1 (centres undefined),i,3,i,3,1,i,i,i,-11,i,-1
O=[N+]([O-])c1ccc(NC(=S)NCCc2ccc(Cl)cc2)cc1,i,0,i,3,20,i,8*,i,-14,i,0
O=C(NNC(=O)c1ccccc1F)c1cccc(-n2cccc2)c1,i,-4,i,1,3,i,i,i,-15,i,-4
CC(=O)C1=C(C)OC(N)=C(C#N)C1c1cc2cccc(C)c2nc1Cl (centres undefined),i,35,i,2,0,i,i,i,-8,i,-1

# From PubChem BioAssay

# Only part of the results is shown; rates above refer to the full screens.
